Assay outcomes deposited in PubChem by several laboratories.
OX1R antag-1 = OX1R (HCRTR1) antagonists, primary screen, fluorescence, CHO/OX1R cells, Fluo-8 calcium, orexin A | 0.43% of 330,000 active | Fluo-8 calcium fluorescence | inhibition, % at 5 µM | AID 434989, 2010;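 active = inhibition above its plate's threshold, mean inhibition of all tested compounds on the plate plus 3 SD, cut at about 37% in these data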;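 also: 0% = orexin A challenge wells and 100% = SB-334867-A antagonist wells; not every result past the cut was called active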
Target sequence (O43613 whole entry, looked up): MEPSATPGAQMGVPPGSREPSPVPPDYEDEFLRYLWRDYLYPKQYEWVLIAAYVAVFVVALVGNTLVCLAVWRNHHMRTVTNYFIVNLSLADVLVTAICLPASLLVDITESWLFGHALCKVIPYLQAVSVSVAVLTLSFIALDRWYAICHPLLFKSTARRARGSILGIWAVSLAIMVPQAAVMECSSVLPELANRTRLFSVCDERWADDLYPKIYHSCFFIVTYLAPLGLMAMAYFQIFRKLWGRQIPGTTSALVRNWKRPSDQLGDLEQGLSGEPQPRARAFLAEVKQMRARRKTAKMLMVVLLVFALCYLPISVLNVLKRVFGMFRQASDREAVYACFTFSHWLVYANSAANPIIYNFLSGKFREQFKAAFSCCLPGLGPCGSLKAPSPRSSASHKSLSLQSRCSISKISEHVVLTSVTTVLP
OX1R antag-2 = antagonists of human orexin 1 receptor (OX1R) | OX1R-expressing cells, FRET antagonist read-out | inhibition, % at 6.6 µM | 1.8% of 330,000 active | AID 485270, 2010; in the data active = inhibition mostly above about 38%, no sharp cut-off; inactive = mostly below about 40%;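 also: 0% = agonist challenge alone and 100% = reference antagonist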
STK33 kinase inh = inhibitors of purified STK33 kinase, primary screen, biochemical, ADP-Glo luminescence, homogeneous, cell-free; 0.073% of 320,000 active; inhibition, % at 10 µM; AID 2661, 2010; MBP phosphorylation;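 active = inhibition at or above 25%, using the most active replicate where run in duplicate; inactive = inhibition below 25%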
Target sequence (Q9BYT3 whole entry, looked up): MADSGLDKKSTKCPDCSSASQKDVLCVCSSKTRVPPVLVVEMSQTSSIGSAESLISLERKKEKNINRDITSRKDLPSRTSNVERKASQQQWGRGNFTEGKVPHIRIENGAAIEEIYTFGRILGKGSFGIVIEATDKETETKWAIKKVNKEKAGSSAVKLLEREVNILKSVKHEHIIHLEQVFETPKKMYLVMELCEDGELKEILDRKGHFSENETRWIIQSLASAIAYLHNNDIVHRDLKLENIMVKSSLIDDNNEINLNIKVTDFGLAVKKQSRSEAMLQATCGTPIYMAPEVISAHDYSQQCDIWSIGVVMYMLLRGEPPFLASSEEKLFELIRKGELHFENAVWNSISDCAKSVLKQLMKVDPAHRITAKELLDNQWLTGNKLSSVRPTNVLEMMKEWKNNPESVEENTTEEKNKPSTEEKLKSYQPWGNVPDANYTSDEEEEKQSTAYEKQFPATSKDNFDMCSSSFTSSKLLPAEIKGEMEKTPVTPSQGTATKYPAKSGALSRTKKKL
Starred values were filed as active, the others as inactive; nt = no result given.

1. CCOC(=O)Nc1sc(NS(=O)(=O)c2ccccc2)nc1C
2. Cc1cc(Oc2ccccc2)nc(OCC#N)n1
3. N#Cc1c(N)nc(N)nc1Nc1ccc(Br)cc1
4. O=C(O)CCc1ccc(-c2ccc(Br)cc2)n1-c1cccc(O)c1
5. O=C(NC1CCN(C(=O)Nc2ccc(F)cc2)CC1)c1ccccc1F
6. CCOC(=O)Nc1ccc2c(c1)N(C(=O)N1CCN(C)CC1)c1ccccc1CC2
entry no.	1	2	3	4	5	6
OX1R antag-1	-12	-4	-11	-16	6	-17
OX1R antag-2	3	15	-9	-5	9	7
STK33 kinase inh	-0.8	-0.7	6.2	-0.3	7.1	-3.6

7. O=C(NCc1ccco1)c1ccc2c(=O)n(CCC3=CCCCC3)c(=O)[nH]c2c1
8. COc1ccc(OC)c(CN2CCN(C(=O)c3ccco3)CC2)c1
9. COCc1nnc(NC(=O)CSc2ccc(C)cc2)s1
10. O=C(NC1CCCCNC1=O)c1ccco1 (stereo not drawn)
11. CCCCN(C(=O)C1CC(=O)N(c2ccc(OC)cc2OC)C1)c1c(N)n(CC(C)C)c(=O)[nH]c1=O (stereo not drawn)
12. O=S(=O)(Nc1c(S(=O)(=O)c2ccccc2)c2nc3ccccc3nc2n1C1CCCCC1)c1ccccc1
entry no.	7	8	9	10	11	12
OX1R antag-1	-9	-15	-15	-7	-3	-14
OX1R antag-2	7	7	17	-6	26	8
STK33 kinase inh	-3.5	-0.6	-1.0	-0.6	-0.7	0.2

13. COC(=O)c1ccc(CNCC(O)COc2ccc(-c3ccccc3)cc2)cc1 (stereo not drawn)
14. Cc1ccc(NC(=O)c2c([N+](=O)[O-])cnn2C)cc1C
15. Cn1c(CNC(=O)c2ccc(F)cc2)nc2ccccc21
16. NC(=O)c1ccc(NC(=O)Nc2ccc3c(c2)OCO3)cc1
17. Cc1ccsc1C(=O)NCC(=O)OCc1ccccc1
18. CCOc1ccc(N2C(=O)Nc3ccccc3C2(O)C(=O)NCc2ccc(C)cc2)cc1 (stereo not drawn)
entry no.	13	14	15	16	17	18
OX1R antag-1	-18	-12	-6	7	-18	-7
OX1R antag-2	0	-6	13	26	19	19
STK33 kinase inh	-4.2	-0.3	0.9	0.2	-0.1	-1.2

19. COc1ccc(CNC(=O)Cn2nnc(-c3ccc(NC(=O)C4CCCCC4)cc3)n2)cc1
20. N#Cc1c2n(c(=S)n(-c3ccccc3[N+](=O)[O-])c1=O)CCCCC2
21. CCOC(=O)c1sc(NC(C)=O)nc1C
22. CCOC(=O)Cc1csc(NC(=S)NC(=O)c2cccc([N+](=O)[O-])c2)n1
23. CNC(=S)N1CCN=C1Nc1nc(C)cc(C)n1
24. CN(Cc1cccs1)C(=O)c1ccc(S(=O)(=O)NCc2ccco2)cc1
entry no.	19	20	21	22	23	24
OX1R antag-1	-1	6	-8	6	-13	5
OX1R antag-2	11	4	1	11	21	28
STK33 kinase inh	-0.7	-1.2	-1.8	-1.8	-0.4	0.1

25. Cc1ccnc(Nc2nc(-c3sc(C)nc3C)cs2)c1
26. C=CCn1c(SCc2nc3cc(C(F)(F)F)ccc3c(=O)[nH]2)nc2sc(CC)cc2c1=O
27. CCNC(=O)/C=C1\NC(C)(C)Cc2c1ccc1ccccc21
28. COc1cc2nc(CN3CCN(S(=O)(=O)c4ccc(C)c(C)c4)CC3)[nH]c(=O)c2cc1OC
29. CC(=C\C(=O)O)/C(=C/c1ccco1)C(=O)O
30. Cc1ccc(S(=O)(=O)Nc2cc(-c3nn(C)c(=O)c4ccccc34)ccc2N2CCOCC2)cc1
entry no.	25	26	27	28	29	30
OX1R antag-1	-34	-27	-37	-22	-14	-29
OX1R antag-2	30	10	6	13	6	4
STK33 kinase inh	0.0	0.2	0.0	0.9	-1.2	-0.4

5 entries picked at random from those above, as already listed:
25. Cc1ccnc(Nc2nc(-c3sc(C)nc3C)cs2)c1
29. CC(=C\C(=O)O)/C(=C/c1ccco1)C(=O)O
27. CCNC(=O)/C=C1\NC(C)(C)Cc2c1ccc1ccccc21
26. C=CCn1c(SCc2nc3cc(C(F)(F)F)ccc3c(=O)[nH]2)nc2sc(CC)cc2c1=O
28. COc1cc2nc(CN3CCN(S(=O)(=O)c4ccc(C)c(C)c4)CC3)[nH]c(=O)c2cc1OC
entry no.	25	29	27	26	28
OX1R antag-1	-34	-14	-37	-27	-22
OX1R antag-2	30	6	6	10	13
STK33 kinase inh	0.0	-1.2	0.0	0.2	0.9

Additional structures follow:
31. N/C(Cc1cccc2ccccc12)=N\O
32. CCOC(=O)c1sc(C)c2c(=O)n(CC)nnc12
33. CCOC(=O)c1oc2ccc(CNC(C)(C)C)c(Cl)c2c1C
34. CCOC(=O)c1oc2ccc(/C=N/O)c(Cl)c2c1C
35. Cc1nn(Cc2ccc(Cl)cc2)c(C)c1NC(=O)CSc1nc2c(c(C(F)(F)F)n1)CCc1ccccc1-2
36. CCn1c(SCC(=O)Nc2ccc3c(c2)OCCO3)nnc1C(C)C
entry no.	31	32	33	34	35	36
OX1R antag-1	2	7	-16	-8	-29	-10
OX1R antag-2	2	63*	19	17	7	9
STK33 kinase inh	0.1	4.5	-0.3	-2.8	-0.7	-0.2

37. CC(C)Cc1nnc(NC(=O)c2cc3c(s2)CCC3)s1
38. CC(OC(=O)Cc1c(F)cccc1Cl)C(=O)NCCC1=CCCCC1 (stereo not drawn)
39. COC(=O)c1ccc(S(=O)(=O)N2Cc3ccccc3C2)cc1
40. CCOc1ccc(N2C(=O)c3cccnc3C2Nc2ccc(C)c(C)c2)cc1 (stereo not drawn)
41. Cc1ccc(Cl)c(OCC(=O)OCC(=O)NC2CCCc3ccccc32)c1 (stereo not drawn)
42. COc1cc(CNCCc2c[nH]c3ccccc23)ccc1OCc1ccc(F)cc1
entry no.	37	38	39	40	41	42
OX1R antag-1	-33	-39	-17	-21	-25	10
OX1R antag-2	13	32	15	1	16	10
STK33 kinase inh	-1.8	-1.3	-0.5	-0.6	-1.0	-1.3

Later entries.
No.	mol	OX1R antag-1	OX1R antag-2	STK33 kinase inh
43	CC1CCN(C(=O)/C(=C\c2ccccc2F)NC(=O)c2ccccc2)CC1	-9	1	0.8
44	CCOc1ccc(-c2nc(N)ncc2Oc2ccccc2Br)c(O)c1	-31	6	-0.7
45	C/C=C/c1ccc(OCCCCN2CC(C)CC(C)C2)c(OC)c1 (stereo not drawn)	-43	15	-0.7
46	N#CCC(=O)N/N=C/c1cc([N+](=O)[O-])ccc1N1CCOCC1	-14	19	0.3
47	CN(C)/N=C1\CCS(=O)(=O)c2sccc21	-8	5	nt
48	O=C(COC(=O)c1ccc([N+](=O)[O-])o1)NCc1ccccc1	5	26	0.0
49	S=C(NCc1ccco1)Nc1ccc(Br)cc1Cl	-22	12	-1.0
50	CN1C(=O)CC(N2CCN(CC(N)=O)CC2)C1=O (stereo not drawn)	4	14	-1.1
51	O=C(/C=C/c1c(F)cccc1Cl)c1ccc(F)cc1	-8	18	1.0
52	COc1ccc(-c2cnn3cc(-c4cccc(Cl)c4)cnc23)cc1	-4	8	0.2
53	O=C(Nc1ccon1)Nc1cccc(Cl)c1Cl	-5	3	-0.5
54	COc1cc(/C=N/Nc2ncc(C(F)(F)F)cc2Cl)cc(OC)c1O	3	18	0.2
55	Cc1c(NCc2nc3ccccc3[nH]2)c(=O)n(-c2ccccc2)n1C	-9	13	1.9
56	O=C(NCCc1cccc(F)c1)/C(=C/c1cccnc1)NC(=O)c1ccccc1	-12	8	0.1
57	O=C(CSc1nc2ccccc2c(=O)n1CCCN1CCOCC1)Nc1cccc(S(=O)(=O)N2CCCCCC2)c1	1	26	-0.8
58	CCNC(=O)CC1C(=O)N(c2ccc(F)cc2)C(=O)N1CCc1sccc1C (stereo not drawn)	1	8	-1.6

Reprinted from the part before: three compounds, then new ones.
No.	mol	OX1R antag-1	OX1R antag-2	STK33 kinase inh
56	O=C(NCCc1cccc(F)c1)/C(=C/c1cccnc1)NC(=O)c1ccccc1	-12	8	0.1
57	O=C(CSc1nc2ccccc2c(=O)n1CCCN1CCOCC1)Nc1cccc(S(=O)(=O)N2CCCCCC2)c1	1	26	-0.8
58	CCNC(=O)CC1C(=O)N(c2ccc(F)cc2)C(=O)N1CCc1sccc1C (stereo not drawn)	1	8	-1.6
59	O=C(NC(=S)N1CCN(C2CCCCC2)CC1)c1ccccc1	-14	0	-0.8
60	Clc1ccc2oc(-c3ccccn3)nc2c1	-1	31	-1.7
61	Cc1ncc([N+](=O)[O-])n1CCOC(=O)c1ccccc1	-2	37	-0.6
62	O=C(NCc1ccccn1)c1cc(-c2ccccc2)on1	-13	10	0.1
63	COc1ccc(-c2noc(CCC(=O)N3CCC(C)CC3)n2)cc1	-21	15	-1.6
64	Cc1ccc(C)c(-n2cc(CNC(C)Cn3cncn3)c(-c3ccccc3)n2)c1 (stereo not drawn)	-17	23	-0.6
65	Cc1cccc(OCCC(=O)Nc2ccc(N3CCOCC3)cc2N2CCOCC2)c1	-6	0	0.5
66	COC(=O)CN1C(=O)N/C(=C/c2cc(Cl)c(OC)c(OC)c2)C1=O	-12	38	-0.1
67	O=C(O)c1ccccc1C(=O)N1CCN(S(=O)(=O)c2cccc(C(F)(F)F)c2)CC1	1	8	-0.4
68	CN1CCN(C(=O)c2cc(COc3ccc(F)cc3Cl)on2)CC1c1ccccc1 (stereo not drawn)	-20	2	-1.7
69	O=S(=O)(c1ccccc1)N1CCN(c2ccnc3cc(Cl)ccc23)CC1	38	29	0.8
70	O=c1[nH]c(-c2ccc(F)cc2)nc2c1sc(=S)n2-c1ccccc1	-17	30	-1.0
71	O=C(Nc1cccnc1)c1ccc(Oc2ccccc2)cc1	-30	15	1.0
72	Cc1nc2ccccc2c2c1C(=O)N(C(C)C)C2=O	-30	9	-1.9
73	CC(C)c1ccc(-c2nnn(Cc3nc4ccccc4s3)n2)cc1	-19	19	0.7
74	COCCOC(=O)c1c(C)oc2cc(Br)c(OCC(N)=O)cc12	-25	8	1.1
75	Cc1ccc(OCC(=O)N2CCN(S(=O)(=O)c3ccc(Cl)cc3)CC2)c([N+](=O)[O-])n1	-2	5	-0.2
76	CN(C)c1ccc(/C=N/n2c(-c3ccccc3Br)n[nH]c2=S)cc1	-27	15	-3.5
77	Cc1cc(C)cc(NC(=O)C(c2ccccc2)N2CCCC2)c1 (stereo not drawn)	-3	18	-0.7
78	CCN(CC)S(=O)(=O)c1ccc(C(=O)OCn2c(SC)nnc(C)c2=O)cc1	-9	27	0.2
79	COc1ccc(NC(=O)c2ccc([N+](=O)[O-])o2)cc1	-14	49*	-0.4
80	COc1ccc(/C=C/C(=O)NCCc2ccc(OC)c(OC)c2)cc1	-24	17	nt
81	CC(C)NC(=O)CN(C)S(=O)(=O)c1ccc(F)cc1	-5	12	-0.2
82	CCCCNC(=O)CCC(=O)N1CCN(C(c2ccccc2)c2ccccc2)CC1	-11	25	-0.2
83	O=C(COC(=O)C1CC1)Nc1ccc2[nH]c(=O)[nH]c2c1	5	16	-0.3
84	CN(Cc1cccc(Cl)c1)C(=O)C1CCN(C(=O)Nc2ccccc2)CC1	-23	18	-0.4
85	c1coc(-c2nc3c([nH]2)CCc2nonc2-3)c1	-6	6	1.4
86	CCN1C(=O)c2cccc3c(S(=O)(=O)NCc4ccco4)ccc1c23	-3	18	-1.5
87	O=S(=O)(NC1=NCCCCC1)c1ccc(Cl)cc1	-14	32	-1.7
88	CC(=O)c1c(COC(=O)c2ccccc2)nc2ccccc2[n+]1[O-]	-46	16	6.7
89	Clc1ccc(CNC23CN4CN(CN(C4)C2)C3)c(Cl)c1	-11	5	-1.7
90	CN(C)Cc1cc(C(C)(C)c2cc(CN(C)C)c(O)c(CN(C)C)c2)cc(CN(C)C)c1O	-20	5	0.1
91	COc1ccc(CNC(=O)Cn2c(=O)n(CCC(=O)N3CCCCC3)c(=O)c3sccc32)cc1	-19	3	-1.6
92	CCCCCc1nnc(N)s1	-3	6	-2.4
93	CCC(c1nnnn1Cc1ccc2c(c1)OCO2)N1CCN(c2ccc(OC)cc2)CC1 (stereo not drawn)	-10	56	-0.9
94	Cc1ccc(N(CC(=O)N/N=C/c2cccnc2)S(=O)(=O)c2ccccc2)cc1	-30	28	0.5
95	O=C(c1ccco1)N1CCN(C(=S)Nc2ccccc2C(F)(F)F)CC1	-8	20	-0.6
96	CC(C)Sc1nc2c(c(=O)[nH]c(=O)n2C)n1CC(O)COc1ccccc1 (stereo not drawn)	-17	26	-2.0
97	O=C(CSc1nnc(CNc2ccc(F)cc2)n1Cc1ccco1)N1CCCC1	-8	-1	0.1
98	COc1ccc(-c2cc(-c3cccnc3)c(C#N)c(N)n2)cc1	-15	5	2.3
99	CCN(Cc1ccccc1)C(=O)Cn1c(=O)oc2ccccc21	-6	24	-0.7
100	CCN(CC)C(=O)CSc1nc(N)c(C#N)c(-c2cccs2)c1C#N	-9	2	-0.8
101	COCCNc1nc2c(c(=O)n(C)c(=O)n2C)n1Cc1cccc(C(F)(F)F)c1	13	49	-1.4
102	OCc1nc2ccccc2n1CC(O)COc1ccccc1 (stereo not drawn)	-21	25	-0.6
103	CCN(CC)c1ccc(/C=N/n2c(=S)[nH]nc(C)c2=O)cc1	-6	30	0.3
104	Cc1cc(F)ccc1NC(=O)C1CCN(S(=O)(=O)c2ccc3c(c2)CCCC(=O)N3)CC1	-19	11	-0.3
